# Bioassay records: PubChem BioAssay, Broad Institute
# Statin myotox sup = suppressors of simvastatin-induced myotoxicity in C2C12 myotubes. ATP luminescence, 48 h; scaled: DMSO 0, geranylgeraniol control 100. rescue of ATP level, % at 7.49 µM. actives 0.78% (n = 330,000);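 active = mean ATP rescue above about 67%, or every replicate alone reaching that limit, limit read from the data, passing the limit was not always enough; inconclusive = no clear call, values can overlap the other calls; inactive = mean under the limit and some replicate under it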;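 also: myotubes were challenged with 10 µM simvastatin during compound exposure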
# PGC1a acetyl inh = PGC1a acetylation modulation, inhibitor mode; U2OS PGC1a acetylation, AlphaScreen anti-acetyl-lysine; with virally co-expressed GCN5 acetyltransferase; inhibition, % at 15.6 µM; actives 0.17% (n = 350,000); AID 651687;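 active = every replicate shows inhibition of at least 40%; inconclusive = mean inhibition at least 40% but some replicate below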;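 also: 0% = neutral control wells and 100% = positive control wells; some results beyond the cut were filed as inactive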
# Cneo AK release = causes C. neoformans cell lysis | adenylate kinase release luminescence, 4 h; normalised: neutral wells 0, clomiphene wells 100 | lysis activity, % at 15 µM | actives 0.2% (n = 360,000);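 active = mean lysis activity across replicates of at least 80%, whatever share of replicates individually reach that level; inactive = mean lysis activity below 80%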
#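 Test system: log-phase Cryptococcus neoformans yeast cells. Input: 5 × 10^6 yeast cells/mL. Medium: fresh YPD growth medium. Doses: single dose. Incubation: static 4 h at 37 °C with compound, 1 h detection. Measured by: luminescent adenylate kinase detection reagent. Read-out: signal increase indicating cell lysis. Benchmarks: Clomiphene.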
# An asterisk follows results filed as active; ? = inconclusive. Some of the compounds tested, so the mix of outcomes need not match the whole.
SMILES	Statin myotox sup	PGC1a acetyl inh	Cneo AK release
CCN(CC)S(=O)(=O)c1csc(C(=O)Nc2ccccn2)c1	-2	4	-12
COc1ccc2nc(C)cc(SCC(=O)NNC(=O)COc3ccccc3)c2c1	-8	4	-6
COCCn1c(SCC(=O)N2CCCCC2)nc2cccnc21	20	-1	-2
Cc1cc(=O)[nH]c2ccc(Cl)cc12	9	-1	0
CN1C(=O)N(C)C2CC1N(C)C(=O)N2C	1	11	-2
Cc1nnc(NCCO)c2ccccc12	-11	-5	2
CCc1ccccc1N(CC)C(=O)CCc1nc(-c2ccc(C)cc2)no1	35	-13	3
CCCN(CCC)CCCNC(=O)CC(C(=O)N1CCc2ccccc21)n1ccnc1 (centres undefined)	19	-13	1
Cc1ccc(S(=O)(=O)NC(CC(=O)n2nc(C)cc2C)c2ccccc2)cc1 (centres undefined)	-8	-7	-1
COc1ccc(C2CC(C(F)(F)F)n3nc(C(=O)NCc4c(C)nn(C)c4C)c(Cl)c3N2)cc1 (centres undefined)	-29	15	10

# An excerpt from the list above, for reference:
SMILES	Statin myotox sup	PGC1a acetyl inh	Cneo AK release
Cc1ccc(S(=O)(=O)NC(CC(=O)n2nc(C)cc2C)c2ccccc2)cc1 (centres undefined)	-8	-7	-1
COc1ccc(C2CC(C(F)(F)F)n3nc(C(=O)NCc4c(C)nn(C)c4C)c(Cl)c3N2)cc1 (centres undefined)	-29	15	10

# (continued)
SMILES	Statin myotox sup	PGC1a acetyl inh	Cneo AK release
Cc1ccc(-c2nn(CC(=O)N(C)C)c(=O)c3ccccc23)cc1S(=O)(=O)N(C)C	-15	-4	-2
CCN(CC)CCN=CC1=C(O)CNC1=O	-5	13	-1
CCOC(=O)c1ccc(NS(=O)(=O)c2cnc[nH]2)cc1	-11	2	-2
O=C(CNC(=O)c1ccc(Br)cc1)NCCc1nc2ccccc2[nH]1	-14	15	1
Cc1ccccc1NC(=O)CSc1nc2ccccc2o1	-6	1	2
COc1ccc(CNC(=O)CN(CC2CCCO2)C(=O)CNS(=O)(=O)c2ccc(C)cc2)cc1 (centres undefined)	2	-1	-1
CCC(=O)N1CCc2cc(S(=O)(=O)NC(C(=O)NCc3ccccc3)C(C)C)ccc21 (centres undefined)	8	0	0
Cc1nn2c3c(cnc2c1-c1ccccc1)C(=O)CCC3	5	-2	-1
Cn1nnnc1SCc1ccccc1[N+](=O)[O-]	-2	-10	-7
Cn1nnnc1SCCNCC#Cc1ccccc1	8	5	3
Cc1cc(C)nc(SCc2nc3ncccn3c2Br)n1	-13	7	-4
Cc1ccc(-c2cc(C(=O)NN=C3CCCC3)c3ccccc3n2)cc1	-7	9	-2
COc1cc(OC)cc(-c2nc(-c3ccccc3)no2)c1	-8	6	-4
Cc1cc(S(=O)(=O)Nc2nc(CN3CCOCC3)nc3sc4c(c23)CCCC4)ccc1F	121*	10	4
Cc1cc(=O)oc2cc(Oc3ccc([N+](=O)[O-])cc3C(F)(F)F)ccc12	1	-5	4
CCOC(=O)C1=C(NC(=O)c2ccc(Br)o2)Nc2ccccc2N=C1	9	?	1
CCOCCc1nnc(NC(=O)c2cc(OC)c(OC)c(OC)c2)s1	4	6	-2
COc1ccc(CCNC(=O)CN2CCC(C(N)=O)CC2)cc1	6	-4	3
CCC(=O)c1ccc(N2CCCC2)c(F)c1	14	-8	1
Cc1ccc(NC(=O)C2C3CC4OC(=O)C2C4C3)cc1Cl (centres undefined)	-16	-8	-2
COc1ccc(NC2=NCCC2)cc1	-7	4	-5
O=C(NC1CCN(C(=S)NCc2ccco2)CC1)C12CC3CC(CC(C3)C1)C2	-11	-8	-1
CCOC(=O)c1c(NC(=O)c2cccs2)sc(C(=O)N(C)C)c1C	-13	-1	0
O=C(CCC(=O)c1cccs1)OCc1nnc(-c2ccccc2)o1	-7	4	11
O=C1C2C3C=CC(C3)C2C(=O)N1c1n[nH]c(CCc2ccccc2)n1 (centres undefined)	51	0	3
CN(Cc1ccccc1)C(=O)CCS(=O)(=O)c1ccc2c(c1)NC(=O)CS2	-5	3	-2
CC(C)c1nnc(SCc2ccc(CSc3nnc(C(C)C)n3N)cc2)n1N	6	-13	-1
CN(Cc1ccccc1)c1oc(-c2ccco2)nc1C#N	7	-2	8
O=C(c1cccs1)N(Cc1ccco1)c1nc(-c2ccc(F)cc2)cs1	-21	-5	-1
Cc1c(CN2CCCCC2C)c(=O)n(-c2ccccc2)n1C (centres undefined)	-3	4	8
COc1ccc(NC(=O)CCS(=O)(=O)c2ccc3c(c2)CCCN3C(C)=O)cc1	6	1	0
O=C1CC(N2CCOCC2)C(=O)N1CCN1C(=O)CC(N2CCOCC2)C1=O (centres undefined)	19	-1	-1
COc1ccc(C2(CNC(=O)CCC(=O)O)CCCC2)cc1	86*	8	0
COc1ccc(C(=O)Cn2nnc(-c3ccccc3NC(=O)c3ccco3)n2)cc1	-3	-17	4
CCCCSCCCNC(=O)CS(=O)Cc1nc(-c2cccc(C)c2)oc1C (centres undefined)	4	-1	0
Cc1cccc(NC(=O)CCN2C(=O)c3ccccc3C2=O)n1	-14	4	-1
COCCCn1c(=NC(=O)c2ccncc2)c(C#N)cc2c(=O)n3cccc(C)c3nc21	-12	2	3
Cc1[nH]nc2c1C(c1ccccc1)C1=C(CC(C)(C)CC1=O)N2 (centres undefined)	12	-19	6
Cc1nn(C)cc1/C=C1\SC(=S)NC1=O	2	3	-8
Clc1ccc(OCc2nn3c(C4CCCCC4)nnc3s2)cc1	6	4	7

# (further entries)
Structure	Statin myotox sup	PGC1a acetyl inh	Cneo AK release
COc1ccc(Oc2coc3cc(OC(=O)c4cncc(Br)c4)ccc3c2=O)cc1	-9	4	57
COc1ccc(Cc2nnc(SCC(=O)Nc3ncc(C)s3)o2)cc1	9	0	-1
CCNc1sc(C(=O)c2cccs2)c(N)c1-c1nc2ccccc2s1	-49	1	-1
CCC(CN(C)C)Oc1cc(NCc2ccccc2)c2ncn(C(C)C)c2c1 (centres undefined)	-28	8	-12
COc1ccc(Cl)cc1S(=O)(=O)N1CCN(CC(=O)C(C)(C)C)CC1	-8	-4	-2
COc1ccc(-c2nn(-c3ccccc3)cc2C(=O)N2CCOCC2)cc1	14	8	0
COc1cc(C(=O)Nc2ccc(-c3nc4cc(C)ccc4o3)c(O)c2)cc(OC)c1OC	-46	2	-1
CCOc1ccc(-n2cc(C(=O)Nc3cccc(Cl)c3)c3cc(OC)c(OC)cc3c2=O)cc1	-21	-6	0
CC1CN(C(=O)CSc2nc(-c3ccccc3)cs2)CC(C)O1 (centres undefined)	1	-25	-4
CC(NC(=O)C(NC(=O)C1CCCN1C(=O)OC(C)(C)C)C(C)C)C(N)=O (centres undefined)	-20	12	0
Cc1cc(O)c(-c2cc(C(=O)Nc3ccc(S(=O)(=O)N4CCOCC4)cc3)[nH]n2)cc1C	-2	-7	0
O=C1c2ccccc2C(=O)C12OC(c1ccccc1)C1(C(=O)c3ccccc3C1=O)C2c1ccc([N+](=O)[O-])cc1 (centres undefined)	-2	-20	2

# Laid out differently: entries from further up
COc1ccc(Oc2coc3cc(OC(=O)c4cncc(Br)c4)ccc3c2=O)cc1
- Statin myotox sup = -9
- PGC1a acetyl inh = 4
- Cneo AK release = 57

CCOc1ccc(-n2cc(C(=O)Nc3cccc(Cl)c3)c3cc(OC)c(OC)cc3c2=O)cc1
- Statin myotox sup = -21
- PGC1a acetyl inh = -6
- Cneo AK release = 0

# New compounds follow:
Structure	Statin myotox sup	PGC1a acetyl inh	Cneo AK release
CCOC(=O)N1CCC(NC(=O)CCC(=O)N2CCOc3ccc(C)cc32)CC1	3	-2	0
O=C1c2ccccc2CCC12N=NCC2c1ccccc1 (centres undefined)	1	-8	0
CCCc1nc(Nc2nc3ccccc3o2)nc(C)c1C(=O)OCC	-38	4	-1
Cc1ccc(C(=O)Nc2ccc(F)cc2F)o1	-7	6	1
O=C(Nc1ccccc1)c1ccccc1NS(=O)(=O)c1ccc(Cl)s1	-218	-9	-7
CCCS(=O)(=O)c1c(S(=O)(=O)CCC)c2c3ccccc3ccn2c1C(N)=O	2	-5	6
Cc1ccc(CN2CCC(C(=O)NCCC(C)C)CC2)o1	109*	-8	-1
CCCn1c(=O)c(C(=O)c2ccccc2)nc2ccccc21	-2	-5	0
CC(C)(C)c1ccc(C2CC2C(=O)N/N=C\c2cc3ccccc3nc2Cl)cc1 (centres undefined)	8	-9	0
CCOC(=O)c1nn(-c2ccccc2)c(C)c1C(C)=O	0	-21	3
COC(=O)/C=C1/SC(=Nc2ccc(C)cc2C)NC1=O	0	2	6
COc1cc(-c2nn3c(COc4ccccc4)nnc3s2)cc(OC)c1OC	7	17	4
O=C(O)CSc1nnc(-c2ccco2)o1	-6	-9	1
N#CCCN1CCNCC1	132*	11	-2
CC(=O)Nc1ccc(S(=O)(=O)NCCc2ccc(S(N)(=O)=O)cc2)cc1	0	9	-11
CCOc1cc2[nH]c(=S)n(CCc3ccc(OC)c(OC)c3)c(=O)c2cc1OCC	-24	8	2
OC(CN1C2=NCCN2c2ccccc21)c1ccc(Br)cc1 (centres undefined)	-11	-4	0
CC(=O)OCC1OC(Sc2cccc3cccnc23)C(OC(C)=O)C(OC(C)=O)C1OC(C)=O (centres undefined)	1	-22	10
CN(C)c1ccc(NC(=O)c2sc(SCC(=O)Nc3nccs3)nc2N)cc1	-4	-16	1
O=C(CCN1c2ccccc2Sc2ccccc21)OCC(=O)N1CCN(C(=O)c2ccco2)CC1	-11	-5	-4
CCC(c1nnnn1C(C)(C)C)N1CCN(C2CCCC2)CC1 (centres undefined)	-1	7	0
O=C(CSc1n[nH]c(-c2cccnc2)n1)Nc1ccnc2ccccc12	5	2	1
O=C(NCc1nc2ncc(Br)cc2[nH]1)c1ccccc1	4	-1	0
Cc1ccsc1C(=O)OC1CCOC1=O (centres undefined)	9	16	3
CCOc1ccccc1N1CCN(Cc2ccc(OC)c(OC)c2)CC1	12	-8	0
CCc1nc2ccccc2n(CC)c1=O	2	19	-3
Cc1cc(Cl)ccc1OCCCC(=O)NO	-2	14	-1
O=C(CCn1c(=O)[nH]c2ccsc2c1=O)Nc1ccc(F)c(F)c1	-7	6	0
COc1ccc(OC)c(NC(=O)C2CC(=O)N(c3ccccc3)C2)c1 (centres undefined)	-11	12	1
O=C(O)C1CC=CCC1C(=O)NC12CC3CC(CC(C3)C1)C2 (centres undefined)	4	-14	5
Cc1cccc(NC(=O)/C=C/c2cccs2)n1	3	5	-5
O=S(=O)(Nc1nnc(-c2ccccc2)s1)c1ccc(Cl)cc1	20	-16	6
COc1cccc(NC(=O)NCc2cccn2C)c1	-11	-1	1
Cc1cc(NC(=O)COC(=O)C(Cc2ccccc2)NC(=O)c2ccco2)no1 (centres undefined)	8	1	-1
Cc1nnc(SCC(=O)NCc2ccco2)[nH]c1=O	-6	-7	-1
COc1ccc(Cn2c(CCC(=O)Nc3ccc(CC#N)cc3)nc3cccnc32)cc1	-6	4	-4
COCc1ccc2oc(C(=O)O)cc2c1	-4	0	-1
Cc1ccc2nc(NCCCN3CCOCC3)c(C=NCCCN3CCOCC3)c(=O)n2c1	6	2	-3
COc1ccc(-c2nnc(N(C)C(=O)c3cccnc3)s2)cc1	3	-1	-5
CCOC(=O)N1CCN(C(=O)c2ccc3c(=O)n(Cc4ccc(OC)cc4)c(=S)[nH]c3c2)CC1	12	-5	-1
OC(c1ccc(Cl)cc1)c1nnc(-c2ccccc2)o1 (centres undefined)	35	1	-1
O=C(Nc1cccc(OC(=O)c2ccco2)c1)c1ccco1	4	-6	4
Nc1ncnc2c1ncn2[C@@H]1O[C@H](CNCc2ccccc2)[C@@H](O)[C@H]1O	3	-5	0
Cc1ccc(C2C(C#N)=C(N)Oc3cc4c(cc32)OCO4)cc1 (centres undefined)	8	2	0
COc1ccc2nc(N/C(N)=N/C(=S)Nc3cccc(C)c3)nc(C)c2c1	7	-5	3
O=C(CSCc1c(Cl)cccc1Cl)NCC1CCCO1 (centres undefined)	-6	3	-1
COC(=O)c1ccc(NC(=O)CN(c2ccc(C)cc2)S(=O)(=O)c2c(C)n[nH]c2C)cc1	-7	-30	-1
Cc1cccc(N(C(=O)Cn2nnc3ccccc32)C(C(=O)NCc2ccco2)c2ccncc2)c1 (centres undefined)	-7	-8	0
CCC1S/C(=N\S(=O)(=O)c2cccs2)N(C2CCCCC2)C1=O (centres undefined)	-9	-21	1
C=CCn1c(COc2ccccc2F)nnc1SCC(=O)N1CC(=O)Nc2ccccc21	-4	-3	6
CCCc1cc(-n2ccnc2)n2c(nc3ccccc32)c1C#N	-6	9	-1
O=C(Nc1ccc(N2CCCCC2)cc1)c1cccnc1	-31	5	-5
COc1ccc(/C(O)=C2\C(=O)C(=O)N(CCN(C)C)C2c2cccc(OC)c2OC)cc1Cl (centres undefined)	-3	12	2
